# KCNK3 block: human KCNK3 channel inhibition, primary screen; O14649; CHO-KCNK3 thallium flux, FluxOR fluorescence; hits give low values; B-score at 10 µM; 0.84% of 340,000 active; AID 602410;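 active = B-score under library mean minus 4 SD, starting fluorescence ratio at most library mean plus 5 SD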;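 also: more negative B-score means stronger inhibition of thallium flux through KCNK3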
# Target sequence (O14649 whole entry, looked up): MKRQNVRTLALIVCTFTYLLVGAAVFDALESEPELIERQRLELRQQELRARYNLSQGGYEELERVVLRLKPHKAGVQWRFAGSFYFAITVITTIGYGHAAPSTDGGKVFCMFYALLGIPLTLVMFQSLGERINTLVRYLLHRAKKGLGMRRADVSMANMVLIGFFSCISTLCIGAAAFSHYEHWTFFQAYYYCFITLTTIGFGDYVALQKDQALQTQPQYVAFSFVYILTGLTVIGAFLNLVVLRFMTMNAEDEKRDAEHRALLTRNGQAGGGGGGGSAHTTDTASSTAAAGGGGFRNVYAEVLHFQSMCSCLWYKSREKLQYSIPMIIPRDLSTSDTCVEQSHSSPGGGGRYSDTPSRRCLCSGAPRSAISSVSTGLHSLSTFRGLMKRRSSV
# KCNQ1 act: potentiators or activators of human KCNQ1 potassium channel. CHO-K1 KCNQ1, thallium flux FluxOR fluorescence; hits give high values. 0.35% of 310,000 active. AID 2648. P51787. B-score at 10 µM;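 active = fluorescence ratio B-score, a plate-corrected score, at least three library SD, with initial intensity B-score within 5 SD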
#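 System: Stable KCNQ1 CHO-K1 line | Incubation: 90 min dye loading and 20 min compound exposure, both at room temperature | Measure: Ratio B score | Medium: Assay buffer for compound exposure, DMSO matched across wells | Compound dosing: Single-concentration screen | Probe or stimulus: K+/Tl+ depolarizing stimulus | Measured by: Kinetic FluxOR fluorescence, 10 s baseline plus 110 s post-stimulus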
# DYRK1A inh: inhibitors of rat Dyrk1A kinase. inhibition, % at 12.5 µM. ADP-Glo luminescence, NFATc1 peptide. AID 504441. Q63470. 0.43% of 310,000 active; in the data active = inhibition above about 50%;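 also: plate controls were vehicle with enzyme for no effect and no enzyme for full effect; many of its hits are not listed in these tables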
# KCNQ1 inh: blocks the human KCNQ1 potassium channel. CHO-K1 KCNQ1, FluxOR thallium flux fluorescence; hits give high values. B-score at 10 µM. 1.3% of 310,000 active. AID 2642;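 active = compounds whose thallium flux B-score, printed positive for inhibition, exceeds three library SD while starting fluorescence stays within three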;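 also: channel opened by potassium depolarization with thallium stimulus after 20 min compound exposure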
# ANO1 activ: activators or potentiators of mouse TMEM16A chloride channel | HEK293 TMEM16A/YFP-H148Q/I152L, iodide quench fluorescence; hits give low values | AID 623877 | Q8BHY3 | 0.3% of 340,000 active | B-score at 10 µM;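 active = fluorescence-ratio B-score plate-corrected deviation score at least 3 library SD below zero, with starting fluorescence score within 5 deviations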;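 also: channel opened by trigger with iodide after compound preincubation; score built on the fluorescence ratio of max minus min over baseline; more negative score means more quench and so TMEM16A activation or potentiation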
# KCNK9 inh: inhibitors of human KCNK9 two-pore domain potassium channel; Q9NPC2; HEK293 KCNK9, FluxOR thallium flux fluorescence; hits give low values; B-score at 10 µM; 1.2% of 310,000 active;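 active = ratio B-score over 3 SD below the library mean, with starting fluorescence within 5 SD of its mean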;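 also: negative B-score means less thallium flux so channel inhibition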
# TMEM16A inh: inhibitors of mouse TMEM16A calcium-activated chloride channel; Q8BHY3; HEK293 TMEM16A/YFP iodide influx fluorescence, ionomycin; normalized B-score (activity score, 25-100; higher = stronger inhibition) at 10 µM; 1.2% of 310,000 active; AID 588511;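 active = ratio plate-corrected score three or more library SD toward inhibition, starting fluorescence score within five deviations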;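 also: score derived from kinetic fluorescence span divided by baseline fluorescence per well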
# HDAC3 inhib: inhibitors of human histone deacetylase 3; O15379; recombinant HDAC3, fluorogenic peptide/trypsin coupled, fluorescence; 0.15% of 320,000 active; inhibition, % at 8.3 µM; in the data active = inhibition above about 26%, passing the limit was not always enough
# Target sequence (O15379 whole entry, looked up): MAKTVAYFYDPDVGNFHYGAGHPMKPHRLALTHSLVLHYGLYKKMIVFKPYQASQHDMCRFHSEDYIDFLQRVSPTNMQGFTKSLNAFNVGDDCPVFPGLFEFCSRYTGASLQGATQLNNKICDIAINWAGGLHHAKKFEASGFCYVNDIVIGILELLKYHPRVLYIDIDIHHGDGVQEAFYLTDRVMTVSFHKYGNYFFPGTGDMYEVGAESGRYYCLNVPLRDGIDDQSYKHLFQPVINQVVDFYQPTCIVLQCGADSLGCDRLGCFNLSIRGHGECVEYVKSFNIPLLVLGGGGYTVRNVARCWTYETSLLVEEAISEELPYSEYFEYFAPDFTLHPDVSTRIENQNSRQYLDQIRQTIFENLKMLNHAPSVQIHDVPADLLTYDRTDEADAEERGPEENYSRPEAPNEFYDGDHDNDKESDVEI
# TRPC4 agonist: opens the mouse TRPC4 cation channel; Q9QUQ5; HEK293 TRPC4beta/mu-opioid, Fluo4 calcium fluorescence; hits give high values; B-score at 10 µM; 0.49% of 310,000 active; AID 2237;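 active = B-score above 5 SD of library B-scores, and initial fluorescence ratio not above library mean plus 5 SD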;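 also: positive B-score marks a calcium rise read as TRPC4 activation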
#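 Assay system – TRPC4beta and mu-opioid receptor HEK293 stable cells · Measured by – Fluo4 fluorescence, kinetic · Schedule – dye loading 45 min room temperature, 110 s kinetic read · Read-out – B-scored integrated calcium fluorescence ratio · Controls – buffer and maximal DAMGO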
# TRPC4 potent: allosteric potentiators of mouse TRPC4 channel; Q9QUQ5; HEK293 TRPC4beta/mu-opioid, DAMGO EC20, Fluo-4 Ca2+ flux; hits give high values; B-score at 10 µM; 0.42% of 310,000 active;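 active = B-score of calcium response area above 5 SD of library B-scores, with initial fluorescence ratio within 5 SD of library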;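 also: B-score of integrated fluorescence ratio over time as area under calcium response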
# hERG rescue: shields human hERG channel from block by proarrhythmic agents. activation (rescue from dofetilide block), less the hit threshold, % at 10 µM. Q12809. CHO-hERG, FluxOR thallium flux, dofetilide IC70 present. 0.51% of 310,000 active;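 active = activation above the mean of controls blocked by dofetilide plus 5 SD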;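 also: thallium influx through hERG after potassium depolarization seen as dye fluorescence rise; in these data hits start at about 4.7%; inactives centre near -7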
# * marks the source's active call; other numbers are inactive results; i = inactive; / = no result given; & = joins results of further samples. This is a subset, so the mix of outcomes need not match the whole.
SMILES,KCNK3 block,KCNQ1 act,DYRK1A inh,KCNQ1 inh,ANO1 activ,KCNK9 inh,TMEM16A inh,HDAC3 inhib,TRPC4 agonist,TRPC4 potent,hERG rescue
CC(C)c1ccc(N2C(=O)CC(NNC(=O)c3cccnc3)C2=O)cc1 (stereo not drawn),i,i,44.4,i,i,i,i,5.2,i,i,-1.4
COc1ccc(NC(=O)Nc2ccc(Br)cn2)cc1,i,i,4.6,i,i,i,i,6.6,i,i,-3.1
CC1CC(C)CN(c2ccc([N+](=O)[O-])cc2-c2nn[nH]n2)C1 (stereo not drawn),i,i,10.8,i,i,i,i,3.2,i,i,-8.4
CN1CCN(C(=O)CCS(=O)(=O)c2cc3c(cc2Cl)NC(=O)CO3)CC1,i,i,38.4,i,i,i,i,-0.7,i,i,-2.7
N#CCCN=C(NS(=O)(=O)c1ccccc1)c1ccccc1,i,i,-1.1,i,i,i,i,3.0,i,i,-6.2
O=C(Nc1cccc2nsnc12)c1cccs1,i,i,6.2&36.0,i,i,i,i,5.6&-1.7,i,i,-5.9&-16.1
O=C(CSc1nnc(-c2ccc(Cl)cc2)n1CC1CCCO1)NC1CCS(=O)(=O)C1 (stereo not drawn),i,i,16.9,i,i,i,i,7.6,i,i,-0.7
O=C1NC[C@H](c2ccccc2)N(CC2CCCCC2)C1=O,i,i,2.0,i,i,i,i,-2.8,i,i,-6.7
CCC1Oc2ccc(C)cc2N(CC(=O)NCc2cccc(OC)c2)C1=O (stereo not drawn),i,i,1.9,i,i,i,i,2.2,i,i,-16.7
O=c1c2ccccc2nc2n1CCC2O (stereo not drawn),i,i,1.0,i,i,i,i,2.0,i,i,-7.2
Cn1c(SCC(=O)Nc2nnc(-c3ccccc3)o2)nnc1C1CC1,i,i,-3.0,i,i,i,i,-4.0,i,i,-9.2
COC(C)c1oc2c(C)c3oc(=O)cc(C)c3cc2c1C (stereo not drawn),i,i,4.2,i,i,i,i,-0.5,i,i,-12.9
CC1Cn2c(nnc2-c2cccc(N)c2)S1 (stereo not drawn),i,i,5.1,i,i,i,i,-5.9,i,i,-3.6
Cc1ccc(CN2C(=O)/C(=C\c3ccc(C(=O)NCc4cccnc4)cc3)Oc3ccccc32)cc1,/,i,/,i,/,i,i,-10.6,i,i,-4.8
COCCCn1cn[nH]c1=S,i,i,-6.5,i,i,i,i,0.9,i,i,-14.5
CCOC(=O)C(CC)n1cnc2sc3c(c2c1=O)CCC3 (stereo not drawn),i,i,2.5,i,i,i,i,-2.1,i,i,-3.2
CC(Oc1ccc(Cl)cc1)C(=O)N1CCCc2ccccc21 (stereo not drawn),i,i,0.5,i,i,i,i,-1.3,i,i,-6.8
Cc1nc(C)c(CCNC(=O)c2cccc(Cl)c2)s1,i,i,6.9,i,i,i,i,3.4,i,i,-4.3
C=CCOc1nc2c(c(=O)n(C)c(=O)n2C)n1Cc1ccccc1,i,i,-1.8,i,i,i,i,1.6,i,i,-11.8
O=C(COc1ccc(Cl)cc1Cl)NCCCN1CCOCC1,i,i,-1.4,i,i,i,i,1.7,i,i,-4.6
CN(CCOC(=O)/C=C/c1ccccc1)C(C)(C)C,i,i,-13.6,i,i,i,i,-1.1,i,i,-3.9
Cc1onc(-c2ccccc2)c1C(=O)OCC(=O)Nc1ccc2c(c1)OCO2,i,i,-6.1,i,i,i,i,3.3,i,i,-16.1
CCN(CC)CCOCCOc1cc(C)c(Cl)c(C)c1,i,i,-1.4,i,i,i,i,0.9,i,i,-10.5
O=C1NC(c2ccc(F)cc2)Oc2ccccc21 (stereo not drawn),i,i,/,i,i,i,i,-7.2,i,i,-5.0
CN(C)/C=C(\C=O)c1ncc(C(F)(F)F)cc1Cl,i,i,-5.2,i,i,i,i,-1.1,i,i,-9.9
O=C1CN(C(=O)c2ccc(Cl)c([N+](=O)[O-])c2)c2ccccc2N1,i,i,-2.5,i,i,i,i,7.0,i,i,-4.7
CCOC(=O)C1CCN(S(=O)(=O)c2cn(C)c(=O)n(C)c2=O)CC1,i,i,3.6,i,i,i,i,/,i,i,-4.9
COc1ccc(OC(=O)CCCN2C(=O)c3ccccc3C2=O)cc1,i,i,3.6,i,i,i,i,-0.1,i,i,-3.6
COc1cc(CNC(C)(C)CO)cc(Br)c1OCc1ccccc1,i,i,1.3,i,i,i,i,-4.1,i,i,-7.5
Cc1ccc(S(=O)(=O)NC2=NCCCCC2)cc1,i,i,-2.1,i,i,i,i,-1.5,i,i,-8.9
CSc1ncc(Cl)c(C(=O)Nc2cccc(C)c2)n1,i,i,-3.2,i,i,i,i,10.2,i,i,-11.6
S=C(NCc1ccc(Cl)cc1)N1CCN(c2ccccn2)CC1,i,i,-1.8,i,i,i,i,0.7,i,i,0.2
O=C(COC(=O)c1cccnc1Cl)Nc1ccccc1OC(F)F,i,i,3.5,i,i,i,i,-15.5,i,i,-2.5
CCN1CCN(C(=O)c2cc3c(OC)c(OC)c(OC)cc3[nH]2)CC1,i,i,4.1,i,i,i,i,2.6,i,i,-1.8
Nc1cc(C(=O)O)ccc1Sc1ccccc1C(=O)O,i,i,-0.5,i,i,i,i,-5.2,i,i,-11.1
CC(=O)c1sc2ccccc2c1OC(=O)c1ccco1,i,i,8.9,i,i,i,i,6.2,i,i,-4.7
Cc1cc(NC(=O)CCCS(=O)(=O)c2nc(-c3cccs3)cc(C(F)(F)F)n2)no1,i,i,1.9,i,i,i,i,-15.3,i,i,-3.9
Cc1c(C(=O)OCc2ccc(F)cc2)sc2nc3n(c(=O)c12)CCC3,i,i,-2.7,i,i,i,i,-1.4,i,i,-11.6
Cc1ccc2ccccc2c1NC(=O)Cn1nnc(-c2cccnc2)n1,i,i,1.3,i,i,i,i,-4.5,i,i,-5.2
COC(=O)c1cc(-c2cccs2)nn1-c1ccccc1,i,i,5.3,i,i,i,i,5.6,i,i,-13.2
CCc1ccc(CNC(=O)Cc2ccc(NC(=O)C3=C(C)OCCS3)cc2)cc1,i,i,2.0,i,i,i,i,0.2,i,i,-5.5
O=C1CN(C(=O)N[C@@H](Cc2ccccc2)C(=O)N[C@H](Cc2ccccc2)C(=O)O)c2ccccc2N1,i,i,-1.8,i,i,i,i,1.0,i,i,-9.7
COc1ccc(/C=C/C(=O)Nc2cccc(F)c2)cc1S(=O)(=O)N1CCOCC1,i,i,-3.4,i,i,i,i,6.8,i,i,-13.6
CCOC(=O)c1c(C)nn(-c2ccc(NC(=O)/C=C/C(=O)O)cc2)c1C,i,i,-0.1,i,i,i,i,1.0,i,i,-3.3
COc1ccc(C2(CNC(=O)c3ccco3)CCOCC2)cc1,i,i,-8.3,i,i,i,i,1.3,i,i,-6.6
N=C1C(c2ccccc2)=C(O)CN1c1cccc(O)c1,i,i,3.6,i,i,i,i,-3.4,i,i,-6.0
COC(=O)CCc1sc(NC2CCCCC2)nc1-c1ccc(OC)cc1,i,i,-1.6,i,i,i,i,-0.4,i,i,-8.7
CCC1CCCCN1C(=O)/C=C/c1ccc2c(c1)OCO2 (stereo not drawn),i,i,/,i,i,i,i,-0.7,i,i,-0.6
CC(C)C(=O)NC(NCC1CCCO1)C(Cl)(Cl)Cl (stereo not drawn),i,i,3.8,i,i,i,i,2.6,i,i,-4.3
CN(C1CCCCC1)S(=O)(=O)c1ccc(Cl)c(C(=O)O)c1,i,i,-4.3,i,i,i,i,2.1,i,i,-9.9
CCNc1nc(SCCOc2ccc(Br)cc2)nc(N(C)C)n1,i,i,-5.4,i,i,i,i,-2.7,i,i,-3.1
O=C(NCCNC(=O)c1ccccn1)c1cccc(F)c1,i,i,-3.0,i,i,i,i,6.3,i,i,-6.3
CC(C)(C)n1ncc2c(=O)n(CC(=O)NC3CCCCC3)cnc21,i,i,5.3,i,i,i,i,2.6,i,i,-5.9
COc1ccc(N2CC(C(=O)Nc3ccc(S(=O)(=O)N4CCCC4)cc3)CC2=O)cc1 (stereo not drawn),i,i,1.2,i,i,i,i,-3.1,i,i,-4.4
C/C(=N/Nc1ccc([N+](=O)[O-])cc1)c1c[nH]c2ccccc12,i,i,1.5,i,i,i,i,-0.9,i,i,-5.2
Cc1ccc(S(=O)(=O)Nc2nc3ccc(N)cc3s2)cc1,i,i,-3.0,i,i,i,i,-5.3,i,i,1.2
CC(C)N(Cc1ccccc1)C(=O)Cn1c(=O)cnc2ccccc21,i,i,-8.2,i,i,i,i,-7.1,i,i,-7.3
CCc1nnc(NS(=O)(=O)c2ccc(N3C(=O)C4CC=C(Cl)CC4C3=O)cc2)s1 (stereo not drawn),i,i,0.2,i,i,i,i,-1.9,i,i,-11.5
Cc1noc(/C=C/N(C)C)c1S(=O)(=O)N1CCCC(C(=O)NCc2cccs2)C1 (stereo not drawn),i,i,-0.9,i,i,i,i,-9.1,i,i,-12.7
CCOC(=O)CC(NC(=O)c1cc2cccc(OC)c2oc1=O)c1cccc([N+](=O)[O-])c1 (stereo not drawn),i,i,7.7,i,i,i,i,-3.4,i,i,-4.7
# (next part)
SMILES,KCNK3 block,KCNQ1 act,DYRK1A inh,KCNQ1 inh,ANO1 activ,KCNK9 inh,TMEM16A inh,HDAC3 inhib,TRPC4 agonist,TRPC4 potent,hERG rescue
OC(COc1ccc(Cl)cc1)CN1CCN(c2ccccn2)CC1 (stereo not drawn),i,i,/,i,i,i,i,1.8,i,i,-12.2
O=C(NC1(C(F)(F)F)N=C(c2ccccc2)NC1=O)c1ccccc1F (stereo not drawn),i,i,1.3,i,i,i,i,-2.7,i,i,-1.9
NC(=O)C1CCN(C(=S)NCc2ccc3c(c2)OCO3)CC1,i,i,-5.3,i,i,i,i,-5.2,i,i,-12.3
CC(=O)N(c1cccc(C)c1)S(=O)(=O)c1ccc(Cl)cc1,i,i,-1.1,i,i,i,i,-5.8,i,i,-13.6
Cc1ccc(Nc2nc(N)c([N+](=O)[O-])c(NCc3ccccc3)n2)cc1,i,i,4.2,i,i,i,i,11.0,i,i,-3.7
O=C(Nc1cccnc1)c1ccc(NC(=O)c2ccco2)cc1,i,i,-9.0,i,i,i,i,-1.7,i,i,-4.7
O=S1(=O)N=C(N/N=C/c2cccs2)c2ccccc21,i,i,-3.5,i,i,i,i,2.1,i,i,-3.0
O=C(c1ccc(F)cc1)N1C2CCC1CC(O)(c1ccccc1F)C2 (stereo not drawn),i,i,-3.2,i,/,i,i,0.1,i,i,-8.4

# Screens: PubChem BioAssay, several laboratories
